# Compound activity from PubChem.
# GLD-1 TGE inh: GLD-1/TGE RNA complex disruptors, primary screen, biochemical, fluorescence polarization; purified GLD-1 + fluorescein TGE RNA; Female germline-specific tumor suppressor gld-1 (Caenorhabditis elegans), Q17339; inhibition, % at 5.96 µM; 320,000 tested, 0.44% active;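 active means percent inhibition above a per-plate cutoff, the plate mean of test compounds plus 3 SD, cut at about 30% in these data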;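 further: 0% = DMSO wells with GLD-1 and probe and 100% = wells lacking GLD-1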
# MEX-5 binding: MEX-5 zinc finger RNA-binding disruptors – biochemical, C. elegans, fluorescence polarization, MLPCN library, primary screen. AID 1832, 2009. MEX-5/FITC-TCR2 RNA binding; hits give low values. activity score (negative = inhibition of binding), % at 10 µM. 300,000 tested, 0.38% active;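 active means inhibition past about -25% in most replicates, and total fluorescence under double the plate's negative control median, limit read from the data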;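 further: 0% = DMSO and -100% = 5 µM competing unlabeled TCR2 RNA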
# MCL1-BIM inh: inhibitors of MCL1 binding to BIM-BH3, primary screen, biochemical, fluorescence polarization. Induced myeloid leukemia cell differentiation protein Mcl-1 (Homo sapiens), Q07820. GST-MCL1 / FITC-Bim-BH3 fluorescence polarization. inhibition, % at 10.9 µM. 320,000 tested, 0.68% active. AID 2057, 2009;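 active means inhibition above the mean inhibition of all tested compounds plus 3 SD, set per campaign, cut at about 40% in these data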;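 further: 0% = DMSO wells and 100% = unlabeled Bim-BH3 peptide control; higher means more loss of mP so more displacement of Bim peptide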
# TPT1 inhibitor: Candida albicans TPT1 enzyme inhibitors, primary screen, biochemical, fluorescence polarization | inhibition, % at 5 µM | 300,000 tested, 0.81% active | recombinant caTPT1, FP RNA substrate dephosphorylation | tRNA 2'-phosphotransferase TPT1 (Candida albicans SC5314) | AID 1962, 2009;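 active means inhibition above the mean of all tested compounds plus 3 SD, set per screening campaign, cut at about 24% in these data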;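 further: plate controls were DMSO alone for no effect and ferristatin control at 100 nM for full effect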
# PAD4 FP inh: human PAD4 inhibitors, primary screen, biochemical, fluorescence polarization, 1536-well format. inhibition, % at 6.36 µM. 330,000 tested, 0.41% active. AID 485272, 2010. recombinant PAD4, RCA probe fluorescence polarization;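 active means percent inhibition above a cutoff equal to the mean of all tested compounds plus 3 SD, cut at about 15% in these data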;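 further: 0% = PAD4 with RCA probe and DMSO and 100% = probe without PAD4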
# Target sequence (Q9UM07 whole entry, looked up): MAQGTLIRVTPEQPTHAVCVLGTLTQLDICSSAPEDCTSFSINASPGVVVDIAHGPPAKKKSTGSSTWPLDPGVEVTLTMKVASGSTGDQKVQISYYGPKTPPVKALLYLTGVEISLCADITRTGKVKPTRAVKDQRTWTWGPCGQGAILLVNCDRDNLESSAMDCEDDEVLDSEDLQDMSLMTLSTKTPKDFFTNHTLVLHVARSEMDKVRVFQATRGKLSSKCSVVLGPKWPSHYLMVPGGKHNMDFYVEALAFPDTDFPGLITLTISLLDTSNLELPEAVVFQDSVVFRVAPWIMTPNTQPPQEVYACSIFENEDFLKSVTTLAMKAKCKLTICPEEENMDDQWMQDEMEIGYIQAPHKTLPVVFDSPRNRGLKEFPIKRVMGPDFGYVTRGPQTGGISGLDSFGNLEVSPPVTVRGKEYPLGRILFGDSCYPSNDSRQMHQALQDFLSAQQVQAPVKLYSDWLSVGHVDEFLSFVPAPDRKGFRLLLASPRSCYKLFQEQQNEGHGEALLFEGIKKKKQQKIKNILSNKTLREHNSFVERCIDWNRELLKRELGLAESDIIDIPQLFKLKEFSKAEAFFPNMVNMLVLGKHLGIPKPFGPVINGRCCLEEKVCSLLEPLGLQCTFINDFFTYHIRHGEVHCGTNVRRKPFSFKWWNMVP
# Fam108B inh: mouse Fam108B serine hydrolase inhibitors, primary screen, counter-screen for RBBP9 inhibitor project, biochemical, fluorescence polarization | 300,000 tested, 0.33% active | AID 1947, 2009 | recombinant Fam108B, FP-Rh probe fluorescence polarization | inhibition, % at 9.51 µM;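 active means inhibition above the screen mean inhibition plus 3 SD, computed separately per campaign, cut at about 18% in these data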;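 further: inhibitors lower polarization as less probe binds the enzyme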
# GSTO1 counter: inhibitors of recombinant GSTO1, primary screen, counter-screen for RBBP9 inhibitor project, biochemical, fluorescence polarization. activity-based probe fluorescence polarization. inhibition, % at 5.96 µM. 300,000 tested, 1.1% active. AID 1974, 2009;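 active means inhibition above the campaign mean inhibition plus 3 SD, cut at about 35% in these data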;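 further: 0% = GSTO1-1 with DMSO and 100% = wells lacking GSTO1-1 enzyme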
# BCLXL inh: inhibitors of human Bcl-xL, primary screen, biochemical, fluorescence polarization, HTS; AID 2129, 2009; Bcl-2-like protein 1 (Homo sapiens), Q07817; GST-Bcl-xL / FITC-Bim BH3 peptide fluorescence polarization; inhibition, % at 10.9 µM; 320,000 tested, 0.7% active;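 active means inhibition above the mean of all tested compounds plus 3 SD, cutoff set per campaign, cut at about 30% in these data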;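 further: 0% = DMSO wells and 100% = unlabeled Bim-BH3 peptide competitor; inhibitors lower millipolarization by displacing the labeled peptide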
# PME-1 primary: PME-1 inhibitors via competitive probe labeling, primary screen, biochemical, fluorescence polarization, FP-Rh probe, HTS; Protein phosphatase methylesterase 1 (Homo sapiens), Q9Y570; recombinant PME-1; inhibition, % at 5.9 µM; 320,000 tested, 0.53% active;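 active means inhibition above the campaign mean of all compounds plus 3 SD, cut at about 26% in these data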;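 further: competitive labeling of PME-1 active site by serine hydrolase directed probe; 0% = PME-1 with DMSO and 100% = wells lacking PME-1 enzyme; inhibitors block probe labeling so polarization falls and inhibition rises; many of its hits are not listed in these tables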
# Target sequence (Q9Y570 whole entry, looked up): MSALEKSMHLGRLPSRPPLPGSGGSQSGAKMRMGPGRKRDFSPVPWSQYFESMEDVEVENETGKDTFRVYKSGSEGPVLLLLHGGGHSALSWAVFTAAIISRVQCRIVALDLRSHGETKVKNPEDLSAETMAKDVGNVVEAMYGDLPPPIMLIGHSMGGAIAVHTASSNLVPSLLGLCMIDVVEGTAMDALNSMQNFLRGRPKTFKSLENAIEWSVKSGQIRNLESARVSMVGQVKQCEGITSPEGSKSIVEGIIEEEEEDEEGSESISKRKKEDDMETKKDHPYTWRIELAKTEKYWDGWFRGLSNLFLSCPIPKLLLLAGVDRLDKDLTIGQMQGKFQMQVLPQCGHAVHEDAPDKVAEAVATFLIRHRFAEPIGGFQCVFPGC
# Starred values were filed as active, the others as inactive; x = no result given. Only part of the results is shown, so the mix of outcomes need not match the whole.
SMILES,GLD-1 TGE inh,MEX-5 binding,MCL1-BIM inh,TPT1 inhibitor,PAD4 FP inh,Fam108B inh,GSTO1 counter,BCLXL inh,PME-1 primary
CCC1(c2ccc(F)cc2)NC(=O)N(CC(=O)Nc2cccnc2Cl)C1=O (configuration not stated),-3,1.3,-19,2,3,5,-3,2,-11
COC(=O)c1ccccc1NC(=O)CN1CCC(n2nnc3cc(F)ccc32)CC1,-6,-1.7,3,1,2,-5,4,-1,1
O=C(c1cnc2n(c1=O)CCS2)N1CCN(c2ccc([N+](=O)[O-])cc2)CC1,-6,2.3,-4,0,-1,4,-1,-4,-1
COc1ccc(-c2cc(C(=O)O)c3ccccc3n2)c(OC)c1,1,-1.7,7,-6,0,-1,-13,12,0
CCCCNC(=O)N1CCN(S(C)(=O)=O)CC1,-26,1.7,-5,0,-10,1,0,3,6
O=C(O)C1CCC(N2C(=O)C3CCCCC3C2=O)CC1 (configuration not stated),-2,3.3,4,-1,1,-2,5,5,3
Cc1cc(NC(=O)Nc2ccccc2F)ccc1Br,-6,2.9,-4,-1,-5,4,-4,2,-10
COc1ccc(NS(=O)(=O)c2cc([N+](=O)[O-])ccc2N/N=C\c2c(C)[nH]c3ccccc23)cc1,-14,0.1,-41,72*,0,3,-4,-21,4
C=CCn1c(SC2CCOC2=O)nc2sc(C)c(C)c2c1=O (configuration not stated),-6,0.1,-3,-2,-5,-2,-1,4,3
Nc1nc2n(n1)C(c1cccc(Cl)c1)CC(c1ccc(F)cc1)N2 (configuration not stated),-1,1.3,-3,1,-7,-4,0,3,5
O=C(NCCc1c[nH]c2ccccc12)C(=O)Nc1cc2c3c(c1)CC(=O)N3CCC2,1,2.6,-2,-1,-5,4,31,1,3
COc1ccc(CCN2CC(C(=O)NC3CCOCC3)CCC2=O)cc1 (configuration not stated),3,2.9,1,0,1,-3,2,2,0
CCc1cc(C(=O)OC)c(NC(=O)CC2SC(N)=NC2=O)s1 (configuration not stated),-7,3.2,5,3,2,-1,3,6,-5
O=C(COC(=O)CN1C(=O)c2ccccc2C1=O)Nc1ccc(S(=O)(=O)N2CCCC2)cc1,-1,-5.4,3,-2,0,0,-7,1,4
COc1ccc(NC(=O)Cc2ccsc2)c(OC)c1,8,2.8,4,2,1,-1,-2,4,6

# As a working copy, 3 of the compounds above.
SMILES,GLD-1 TGE inh,MEX-5 binding,MCL1-BIM inh,TPT1 inhibitor,PAD4 FP inh,Fam108B inh,GSTO1 counter,BCLXL inh,PME-1 primary
Nc1nc2n(n1)C(c1cccc(Cl)c1)CC(c1ccc(F)cc1)N2 (configuration not stated),-1,1.3,-3,1,-7,-4,0,3,5
O=C(NCCc1c[nH]c2ccccc12)C(=O)Nc1cc2c3c(c1)CC(=O)N3CCC2,1,2.6,-2,-1,-5,4,31,1,3
COc1ccc(CCN2CC(C(=O)NC3CCOCC3)CCC2=O)cc1 (configuration not stated),3,2.9,1,0,1,-3,2,2,0

# (more compounds)
SMILES,GLD-1 TGE inh,MEX-5 binding,MCL1-BIM inh,TPT1 inhibitor,PAD4 FP inh,Fam108B inh,GSTO1 counter,BCLXL inh,PME-1 primary
CS(=O)(=O)c1ccc(C(=O)N2CCc3ccccc3C2)cc1,7,-1.4,0,-1,2,3,3,8,-2
Cc1cccc2c1CC(C)(C)N=C2C1=C(O)CCCC1=O,2,1.1,12,-3,-4,-2,1,10,-2
O=C(c1cc([N+](=O)[O-])ccc1N1CCOCC1)N1CCN(S(=O)(=O)c2cc(Cl)ccc2Cl)CC1,-2,4.4,-12,1,0,1,-3,-9,0
COc1ccc2ccccc2c1C1CC(=O)N2CN(C)CSC2=C1C#N (configuration not stated),4,3.6,-23,1,-5,-1,-4,-31,-7
Cc1ccc(CNC(=O)CCc2c(C)nn(-c3ccc(N4CCOCC4)nn3)c2C)cc1,1,-3.3,-10,-2,-7,-1,-5,-2,-12
CC1CC(C)CN(C(=S)NC2CCCCC2)C1 (configuration not stated),3,-0.4,11,-3,-4,-2,5,1,0
CCCC(=O)Nc1nnc(SCC(=O)NCc2cccs2)s1,4,2.6,7,-5,-2,0,10,5,-4
COCCCNc1nc(-c2ccc(Cl)cc2)nc2ccccc12,7,0.2,0,-2,5,-7,-4,7,-7
COC(=O)c1cc2ccccc2c(-c2c(OC)c(C(=O)OC)cc3ccccc23)c1OC,2,-0.9,-5,1,1,-2,33,-4,13
COC(=O)c1c(C)nc(C)c(C(=O)OC)c1-c1ccc(OC)c(OC)c1,-10,3.1,1,4,-2,2,-3,4,1
Nc1c(N2CCCCC2)c2ccccc2oc1=O,9,-3.2,5,5,3,3,6,4,4
CCOC(=O)[C@@H]1[C@H]2COc3ccccc3[C@@H]2N2C(=O)N(c3ccccc3)C(=O)[C@]12C,4,3.4,-1,-4,2,0,4,1,3
O=C(CC1Sc2ccccc2NC1=O)OCC(=O)N1CCc2ccccc21 (configuration not stated),-3,-1.0,-17,2,-9,-2,-3,-6,3
COC(=O)C1=C(C)N(C)C(C)=C(C(=O)OC)C1c1cccc(Br)c1,-4,0.9,-10,-3,0,2,1,-1,-1
CNC(=S)Nc1ccc(C)cc1,-11,2.4,-7,-3,-3,-6,-1,5,-3
Cc1ccc(F)cc1NC(=O)c1ccc2c(c1)OCO2,5,x,2,-3,-1,3,-4,7,6
Cc1n[nH]c(=S)n1/N=C/c1ccc(OCc2ccc(Cl)cc2Cl)cc1,-11,-0.8,-24,-2,-7,-5,-6,-14,-9
CCOc1ccc(CCNC(=O)CCC(=O)N2CCSc3ccccc32)cc1OCC,2,4.6,-3,0,-3,2,5,1,2
CNC(=S)NCCC(c1ccccc1)c1ccccc1,1,2.2,5,-3,1,-5,5,-1,-1
CN1CCCC(OC(=O)c2ccccc2F)C1 (configuration not stated),6,0.3,8,-1,0,0,3,6,3
CC(Nc1nc(-c2ccccc2F)nc2ccccc12)c1ccccc1 (configuration not stated),-2,1.4,-2,-2,2,-2,-6,0,-16
COc1cccc(C2CC(c3ccc(Cl)cc3Cl)Nc3nc(N)nn32)c1 (configuration not stated),4,-1.3,4,-1,3,5,0,16,1
CCOC(=O)c1c(C)oc2c(CC(=O)c3ccccc3)c(Cl)c(O)c(O)c12,12,2.4,-20,-1,-2,2,24,-20,10
Cc1c(N(C(=O)CNC(=O)c2ccccc2)C2(C(=O)NC3CCCCC3)CCCCC2)c(=O)n(-c2ccccc2)n1C,4,-1.2,1,-2,3,2,-3,1,-2
COC(=O)c1ccccc1NC(=O)Cn1cc2c(n1)CCC(C)C2 (configuration not stated),7,0.5,6,1,1,0,-3,5,2
CCOC(=O)C1CCCN(Cc2nc(N)nc(Nc3ccccc3)n2)C1 (configuration not stated),-3,-0.3,5,2,-6,-5,5,-3,6
CCOc1ccc(C(C)(O)CN2CCOCC2)cc1 (configuration not stated),0,1.6,3,-2,-3,-4,4,-3,-2
Cc1ccccc1NC(=O)/C(=C\c1cccs1)NC(=O)c1ccco1,0,1.4,4,1,2,-3,6,2,2
COc1ccc(C)cc1N(CC(=O)Nc1cccnc1)S(=O)(=O)c1ccccc1,6,-0.9,3,3,-3,-5,-4,-1,-1
CCCCC(=O)Nc1ccc2c(c1)C(=O)NC2=O,-6,4.2,7,1,-2,-2,-2,2,1
CCC1CCc2c(sc(NC(C)=O)c2C#N)C1 (configuration not stated),-1,-2.0,3,-2,-2,2,2,0,0
COc1ccccc1S(=O)(=O)Cc1ccc(C(=O)NCc2ccc(C)cc2)o1,-9,1.8,2,-2,-2,1,6,-2,-3
O=[N+]([O-])c1ccc(OCCO)nc1,-3,-0.4,-6,-1,-2,0,1,2,0
CCOC(=O)C(/C=C(\C#N)C(=O)OCC)=C(/N)N1CCN(c2ccccc2)CC1,-7,0.7,5,0,-5,-1,-5,1,-2
S=C(NCCCN1CCOCC1)NCCCN1CCOCC1,0,1.0,14,-2,-4,2,9,11,-5
CCOc1ccc(NC(=O)Nc2ccc(Cc3ccncc3)cc2)cc1,6,0.2,29,-22,0,-1,5,36*,8
CCOC(=O)c1cc2c(ccn2C)n1CC(=O)N1C(C)CCCC1C (configuration not stated),2,0.0,2,-3,-1,-2,2,6,1
Cc1cc2c(nn1)CCC/C2=N\O,-6,2.3,-1,-5,3,-2,2,4,-3
CN(CCCOc1ccccc1Br)Cc1ccccc1,9,0.1,2,3,7,7,3,3,0
COc1ccccc1COCC(O)CNCC1(N2CCCCC2)CCCCC1 (configuration not stated),2,0.8,7,0,-2,2,2,7,-4
Cc1[nH]c2ccccc2c1C(=O)C(=O)NCc1ccncc1,-2,0.6,-3,3,1,1,8,0,0
COc1ccc(NC(=O)c2cc(S(=O)(=O)N3CCCCC3)ccc2N2CCCCC2)cn1,5,0.4,-1,-2,-6,-5,1,6,2
CCCCCCCC[n+]1cccc2c3ccccc3ccc21,-2,1.7,-22,6,-6,-3,5,-18,-2
Cn1c(=O)c2c(ncn2CCC(=O)N/N=C/c2cccnc2)n(C)c1=O,-7,0.8,4,3,-3,-1,6,3,2
CCCc1nnc(NC(=O)CCC(=O)NCCc2ccc(Cl)cc2)s1,0,2.9,4,-4,0,-2,0,-2,-7
CCCCNC(=S)NC(=O)c1ccc([N+](=O)[O-])cc1,-1,-0.5,9,-2,-2,0,-8,-1,7
COc1ccc(/C=C2\SC(=S)N(CC(=O)NCCO)C2=O)cc1,-1,-3.1,5,-1,0,-2,11,2,-3
COc1ccc(NC(=O)c2cccc(N3C(=O)c4ccc(C(=O)Nc5ccc(OC)c(O)c5)cc4C3=O)c2)cc1O,7,-1.1,12,-2,-1,21*,13,14,20
COc1ccc(CN2C(=O)CCC2(C)C(=O)NC2CCCCCC2)cc1 (configuration not stated),7,-0.5,5,1,0,-3,4,4,0
CCC(c1nnnn1Cc1cccs1)N1CCN(C2CCCC2)CC1 (configuration not stated),4,2.2,-1,0,-2,1,0,0,-2
Cc1sc(NC(=O)c2ccc(=O)n(C)n2)nc1-c1ccccc1,2,-1.9,-2,1,-5,-2,4,0,-5
COc1cccc(-c2c(-c3cc(OC)cc(OC)c3)n(C)c3ccc(-c4cccc5[nH]ccc45)cc23)c1,-16,x,-4,x,1,x,x,-6,3
CCOc1ccccc1NC(=S)NCCc1ccccc1,1,-0.2,2,3,-12,-1,4,-1,-3
Cc1ccc(C2Nc3ccccc3C(=O)N2CCN2CCNC2=O)cc1 (configuration not stated),1,0.1,-4,-1,0,5,-1,-4,12
O=Nc1c(-c2cccc([N+](=O)[O-])c2)nc2ncccn12,-4,-2.9,8,1,-1,5,-2,4,10
Cc1cc(C)nc(NC(=O)CCC2CCCC2)c1,2,1.2,7,4,-6,-5,7,4,0
COCCCNC(=O)CCSc1ccc(Cl)cc1,3,0.0,6,1,-3,1,1,6,-5
